EPAC1 antagonist: antagonists of human EPAC1; O95398; EPAC1 GEF assay, Rap1b-BODIPY-GDP exchange fluorescence; Potency, µM (series often up to 115 µM), for the others: top-dose activity change, negative = inhibition, actives largely listed as inhibitors; 360,000 tested, 0.14% active;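 also: potency is read from the fitted curve at half-maximal effect; plate controls were vehicle for no effect and positive control for full effect; nearly all actives have a fitted effect of over 50% in size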
Target sequence (O95398 whole entry, looked up): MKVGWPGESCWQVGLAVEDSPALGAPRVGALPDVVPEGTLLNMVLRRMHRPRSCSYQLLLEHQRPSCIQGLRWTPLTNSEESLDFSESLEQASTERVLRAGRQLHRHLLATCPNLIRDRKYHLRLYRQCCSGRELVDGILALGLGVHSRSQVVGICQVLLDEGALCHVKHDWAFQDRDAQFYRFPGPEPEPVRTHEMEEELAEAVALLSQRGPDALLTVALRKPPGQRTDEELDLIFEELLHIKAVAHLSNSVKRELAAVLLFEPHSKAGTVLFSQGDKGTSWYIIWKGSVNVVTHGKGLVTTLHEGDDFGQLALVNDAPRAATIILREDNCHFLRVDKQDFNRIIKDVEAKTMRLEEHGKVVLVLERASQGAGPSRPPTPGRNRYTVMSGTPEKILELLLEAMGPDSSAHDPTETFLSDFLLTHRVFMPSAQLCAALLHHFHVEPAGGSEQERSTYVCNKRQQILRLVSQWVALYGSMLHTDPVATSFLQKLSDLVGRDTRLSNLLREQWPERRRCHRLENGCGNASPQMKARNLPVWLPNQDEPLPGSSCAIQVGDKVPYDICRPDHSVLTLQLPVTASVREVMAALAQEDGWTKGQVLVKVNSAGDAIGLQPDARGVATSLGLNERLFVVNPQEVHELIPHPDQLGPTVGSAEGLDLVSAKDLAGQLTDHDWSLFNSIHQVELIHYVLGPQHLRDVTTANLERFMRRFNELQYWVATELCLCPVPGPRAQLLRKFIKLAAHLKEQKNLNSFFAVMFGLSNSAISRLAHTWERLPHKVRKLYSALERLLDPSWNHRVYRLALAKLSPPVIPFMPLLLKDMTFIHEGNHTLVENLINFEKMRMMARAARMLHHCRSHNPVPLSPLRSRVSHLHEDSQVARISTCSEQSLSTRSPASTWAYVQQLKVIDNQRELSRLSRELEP
HEK293 tox: cytotoxicity in counter-screen for GLP-1R inverse agonists; HEK293 cAMP-luciferase reporter cells, luminescence, 24 h; Potency, µM (highest dose often 38.3 µM), for the others: at the highest dose activity change, negative = inhibition, actives largely listed as inhibitors; 410,000 tested, 0.13% active; AID 624418;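 also: loss of luciferase light is scored as toxicity; potency is read from the fitted curve at half-maximal effect; % is scaled to controls: 0 for no effect and ±100 for the full control effect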
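MLSMR compounds, 24 hr on cells at 37 deg C/5% CO2; luminescence after luciferase reagent (12 min RT). Inhibition counted as the undesired cytotoxic outcome.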
GLP1R inv ag: GLP-1 receptor (human) inverse agonism | P43220 | HEK293 GLP-1R CRE-luciferase, luminescence, 24 h; GLP-1R form is constitutively active | Potency, µM (highest dose often 38.3 µM), for inactives: at the highest dose activity change, negative = inhibition, actives largely listed as inhibitors | 410,000 tested, 1.6% active | AID 624417; also: potency is read from the fitted curve at half-maximal effect; % is scaled to controls: 0 for no effect and ±100 for the full control effect; nearly all actives have a fitted effect of over 55% in size
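Assay principle: reduced luminescence from a cAMP-responsive reporter in HEK293 cells co-expressing a constitutively active GLP-1R. Conditions: 24 hr compound incubation, 37 deg C, 5% CO2.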
GLP1R ag: GLP-1 receptor (human) agonism. P43220. HEK293 GLP-1R CRE-luciferase, luminescence, 4-6 h; cells express a hypersensitive GLP-1R form. Potency, µM (top dose mostly 45.6 µM), for the others: at the top dose activation, actives largely listed as activators. 380,000 tested, 0.007% active. AID 624172; also: potency is read from the fitted curve at half-maximal effect; % of control where 0% means no effect
PLK1 PBD inh: inhibitors of human PLK1 polo-box domain binding; Plk1 PBD binding of FITC phosphopeptide, fluorescence polarization; Potency, µM, for the others: max response, negative = inhibition, most hits filed as inhibitors; P53350; 360,000 tested, 2.8% active; also: potency is read from the fitted curve at half-maximal effect; series mostly up to about 57 µM; % is scaled to controls: 0 for no effect and ±100 for the full control effect; nearly all actives have a fitted effect of over 65% in size
PI5P4K alpha inh: inhibitors of human PI5P4K alpha | P48426 | PI5P4Kalpha enzyme, ADP-Glo luminescence, 60 min; active compounds read low | max response, % | 330,000 tested, 1.2% active; active = max response of -50% or lower; inconclusive = between -30% and -50%; inactive = -30% or higher; also: value at the top dose of about 77 µM; % is scaled to controls: 0 for no effect and ±100 for the full control effect
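Quantitative HTS of the MLSMR library against PI5P4Kalpha with substrate. ATP added last at 5 microM final; room temperature, 60 minutes. Remaining ATP depleted, ADP converted and read as luminescence.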
EPAC1 ag: agonists of human EPAC1; EPAC1 agonist qHTS, biochemical assay; response scale: 100% = response to 6.5 mM cAMP; Potency, µM (doses to about 154 µM), inactives show at the top dose activation, most hits filed as activators; 360,000 tested, 0.073% active; AID 720707; also: potency is read from the fitted curve at half-maximal effect; nearly all actives have a fitted effect of over 60% in size
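Compounds were pinned as a concentration titration into mixtures of EPAC1 (100 nM), BODIPY-GDP-loaded Rap1B (250 nM) and GDP (50 uM). After 5 min at room temperature, fluorescence was followed for 30 min; activity was scaled to 6.5 mM cAMP.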
IL2 activator: activators of IL-2; activation, % (series mostly up to about 46 µM); IL-2 activation reporter assay, cell-based qHTS; stimulated with anti-CD3/CD4/CD28 beads; in transgenic mouse T cells; 360,000 tested, 0.065% active; in the data active = activation above about 50%; inconclusive = mostly about 30% to 49%; also: 0% is about no effect
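First, unstimulated transgenic mouse T cells were exposed to compound for 60 min. Next, anti-CD3/anti-CD4-coated beads with anti-CD28 were added. Finally, after 18 h at 37 degrees C, EGFP and DsRed were imaged.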
PTHR1 agonist: PTHR1 (human) receptor agonism | HEK293 GP2 PTHR1 cells, GloSensor cAMP luminescence, 1 h | Potency, µM (top dose mostly 115 µM), for inactives: top-dose activation, usual class: activators | 410,000 tested, 0.075% active; also: potency is read from the fitted curve at half-maximal effect; nearly all actives have a fitted effect of over 55% in size; some results filed as inactive show a strong effect at the top dose; inactives centre near -15; many of its hits are not listed in these tables
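HEK-293-derived GP2 cells expressing PTHR1 and a GloSensor cAMP reporter, 3,000/well, plated overnight, given luciferin plus IBMX (each 0.5 mM as added) for 1 h at 37 °C, then compound for 1 h at 37 °C. Luminescence was read after 15 min at room temperature.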
Numbers without * were called inactive; i = inactive; ? = inconclusive; . = no result given; [ ] = remark or other dose. Unless noted, calls follow the shape of the dose curve; as a rule, active = well fitted curve in the direction sought with a large enough effect; inconclusive = small, poorly fitted or top-dose-only effect, or another doubt; inactive = no such curve, though single readings can be large; an effect the other way counts as inactive or inconclusive. Some of the compounds tested. The share of hits here may be higher or lower than overall.

Labels used below: A = EPAC1 antagonist; B = HEK293 tox; C = GLP1R inv ag; D = GLP1R ag; E = PLK1 PBD inh; F = PI5P4K alpha inh; G = EPAC1 ag; H = IL2 activator; I = PTHR1 agonist
CC(NC(=O)c1cc2c(s1)CCCC2)C(C)(C)C (stereo not given)
  A = 20%	B = -17%	C = 0%	D = -2%	E = -11%	F = .	G = 8%	H = -3.2	I = -4%
C[C@@H](NC(=O)[C@@H]1CCCN1C(=O)[C@@H]1CCCN1C(=O)OC(C)(C)C)c1ccccc1
  A = -27%	B = -1%	C = 8%	D = 0%	E = -13%	F = -1	G = 0%	H = -0.5	I = i
CNc1snc(C)c1C(=O)OCC(=O)N(C)Cc1ccccc1
  A = -3%	B = -5%	C = -12%	D = 6%	E = 4%	F = -1	G = 2%	H = -0.7	I = -41%[inhibitor]
Cc1ccc2sc(NC(=O)CSc3nc(C)cc(C)c3C#N)nc2c1
  A = -6%	B = 211%[activator]	C = 3%	D = -5%	E = -6%	F = .	G = 10%	H = -1.2	I = -23%[57.5 µM]
Cc1cccc(C(=O)OCCN2CCOCC2)c1
  A = -17%	B = -3%	C = 9%	D = -1%	E = 2%	F = 6	G = 0%	H = 0.3	I = i
O=C(Nc1cnn(Cc2ccc(Cl)cc2)c1)c1ccc([N+](=O)[O-])cc1
  A = ?	B = 4%	C = ?	D = -3%	E = 2%	F = 9	G = 18%	H = 0.0	I = -20%[57.5 µM]
O=C(O)/C(=C\c1cccs1)c1ccccc1
  A = -23%	B = 15%	C = 7%	D = 3%	E = -19%	F = 4	G = 11%	H = -0.9	I = -7%
O=C1C(C2=NC(C(=O)O)C3C(=O)N(c4ccc(Cl)cc4)C(=O)C23)=C(O)c2ccccc21 (stereo not given)
  A = 8%	B = -9%	C = -6%	D = 1%	E = -5%	F = .	G = 7%	H = -3.0	I = -19%[57.5 µM]
Cc1nc2ccc(NC(=O)N3CCC(c4ccccc4)C3)cc2nc1C (stereo not given)
  A = -16%	B = -3%	C = 28%	D = 19%	E = -7%	F = 0	G = 2%	H = 1.8	I = i
COC(=O)c1ccc(COC(=O)c2cc3ccccc3oc2=O)cc1
  A = -16%	B = -7%	C = 19%	D = 19%	E = 0%	F = 4	G = 12%	H = -0.5	I = i
COc1ccc(S(=O)(=O)N2CCCC(C(=O)N3CCCCCC3)C2)cc1 (stereo not given)
  A = -2%	B = -10%	C = ?	D = -8%	E = -1%	F = -3	G = -15%	H = 0.5	I = -1%[57.5 µM]
CC1CCN(S(=O)(=O)c2ccc(NC(=O)CNC3CCCCC3)cc2)CC1
  A = 3%	B = 10%	C = ?	D = 15%	E = -9%	F = 7	G = 1%	H = -0.3	I = i
Cc1occc1C(=O)N1N=C(C2CC2)CC1(O)C(F)(F)F (stereo not given)
  A = 6%	B = 2%	C = ?	D = 1%	E = -8%	F = 6	G = -2%	H = -0.4	I = i
CCCn1c(N)c(C(=O)CN(C)CC(=O)Nc2ccccc2CC)c(=O)[nH]c1=O
  A = 5%	B = 2%	C = 0%	D = 3%	E = -2%	F = 10	G = 11%	H = 0.4	I = -18%
CC(C)CCNC(=O)CC1C(=O)N(Cc2ccccc2)C(C)c2nc3ccccc3n21 (stereo not given)
  A = -8%	B = 3%	C = -1%	D = -4%	E = -3%	F = 4	G = 0%	H = 2.3	I = i
CC(C)(C)/C(COc1ccccc1[N+](=O)[O-])=N/O
  A = 4%	B = -1%	C = ?	D = 5%	E = -1%	F = -2	G = -9%	H = 0.4	I = -12%
CC(=O)Nc1ccc(-c2ccnc3c2CC(C)(C(=O)NCc2ccc(F)c(F)c2)O3)cc1 (stereo not given)
  A = ?	B = ?	C = ?	D = -6%	E = 6%	F = 6	G = -4%	H = 0.1	I = i
Cc1ccc(N(CC(=O)NC2CCCCC2C)S(=O)(=O)c2c(C)nn(C)c2C)cc1 (stereo not given)
  A = -28%	B = 2%	C = 10%	D = -2%	E = -18%	F = 0	G = -5%	H = -1.9	I = i
C[C@H](NC(=O)C[C@@H]1C=C[C@@H](NC(=O)CN2CCOCC2)[C@@H](CO)O1)c1ccccc1
  A = 4%	B = 9%	C = 11%	D = .	E = -6%	F = -4	G = 9%	H = -0.3	I = -21%
COC(=O)c1cn(NC(=O)c2cccc(OC)c2)c(=O)c2ccccc12
  A = 3%	B = -4%	C = 3%	D = -4%	E = -3%	F = 0	G = -4%	H = -1.8	I = i
S=C(NCc1ccc(Cl)cc1)NC1CCN(Cc2ccccc2)CC1
  A = -5%	B = ?	C = 3.5µM*	D = 6%	E = -4%	F = 10	G = 4%	H = -0.4	I = -16%
CN(C(=O)COc1ccc2c(-c3ccccc3)cc(=O)oc2c1)C1CCS(=O)(=O)C1 (stereo not given)
  A = 10%	B = 7%	C = -10%	D = -2%	E = -9%	F = 12	G = 6%	H = -0.9	I = -5%
Cc1n[nH]c(C)c1S(=O)(=O)NCCc1ccc(Cl)cc1
  A = 4%	B = 3%	C = -1%	D = 15%	E = -5%	F = 4	G = -6%	H = -1.0	I = -2%
O=C(CSCc1c(Cl)cccc1Cl)Nc1ccccc1C(=O)N1CCOCC1
  A = 1%	B = 2%	C = -25%	D = 1%	E = -10%	F = -7	G = 1%	H = -0.8	I = -21%[57.5 µM]
Cn1cccc1C(=O)NC(=O)COC(=O)CC12CC3CC(CC(C3)C1)C2
  A = -14%	B = 7%	C = -14%	D = -6%	E = 2%	F = -3	G = -6%	H = 1.9	I = i

The closing 5 records of the part above are carried over, then new ones follow.
Labels used below: A = EPAC1 antagonist; B = HEK293 tox; C = GLP1R inv ag; D = GLP1R ag; E = PLK1 PBD inh; F = PI5P4K alpha inh; G = EPAC1 ag; H = IL2 activator; I = PTHR1 agonist
S=C(NCc1ccc(Cl)cc1)NC1CCN(Cc2ccccc2)CC1
  A = -5%	B = ?	C = 3.5µM*	D = 6%	E = -4%	F = 10	G = 4%	H = -0.4	I = -16%
CN(C(=O)COc1ccc2c(-c3ccccc3)cc(=O)oc2c1)C1CCS(=O)(=O)C1 (stereo not given)
  A = 10%	B = 7%	C = -10%	D = -2%	E = -9%	F = 12	G = 6%	H = -0.9	I = -5%
Cc1n[nH]c(C)c1S(=O)(=O)NCCc1ccc(Cl)cc1
  A = 4%	B = 3%	C = -1%	D = 15%	E = -5%	F = 4	G = -6%	H = -1.0	I = -2%
O=C(CSCc1c(Cl)cccc1Cl)Nc1ccccc1C(=O)N1CCOCC1
  A = 1%	B = 2%	C = -25%	D = 1%	E = -10%	F = -7	G = 1%	H = -0.8	I = -21%[57.5 µM]
Cn1cccc1C(=O)NC(=O)COC(=O)CC12CC3CC(CC(C3)C1)C2
  A = -14%	B = 7%	C = -14%	D = -6%	E = 2%	F = -3	G = -6%	H = 1.9	I = i
COc1ccc2[nH]c(=O)c(CN(C)C(=O)COc3ccccc3)cc2c1
  A = -2%	B = 1%	C = -2%	D = 0%	E = -8%	F = -11	G = 1%	H = 0.6	I = i
NC(=O)NC(=O)COC(=O)c1ccc(Cl)c(S(=O)(=O)N(Cc2ccccc2)c2ccc(Cl)cc2)c1
  A = -18%	B = -16%	C = ?	D = -3%	E = 3%	F = 12	G = 14%	H = 0.7	I = -19%
COc1ccc(CNCc2ccc(C)cc2)c(OC)c1
  A = 1%	B = 0%	C = -22%	D = 0%	E = -1%	F = 0	G = 1%	H = 0.0	I = -3%
CC(C)Cc1nc(N2CCOCC2)c(C#N)c2c1COC(C)(C)C2
  A = 10%	B = 3%	C = 0%	D = 2%	E = -3%	F = 1	G = -19%	H = -2.7	I = i
CCOc1ccc(NC(=O)C2C3C=CC4(O3)C2C(=O)N(Cc2cccnc2)C4C(=O)NC2CCCCC2)cc1 (stereo not given)
  A = -3%	B = 7%	C = 10%	D = 0%	E = -3%	F = 6	G = 1%	H = 0.5	I = -10%
CC1CCCN(CC(O)COc2ccc(-c3ccccc3)cc2)C1 (stereo not given)
  A = -19%	B = ?	C = ?	D = -1%	E = -12%	F = -14	G = -3%	H = -5.3	I = ?
COC(=O)c1ccccc1C(=O)N1CCOCCN(C(=O)c2ccccc2C(=O)OC)CCOCC1
  A = -11%	B = 10%	C = 17%	D = 1%	E = -17%	F = -4	G = 6%	H = 0.8	I = -27%
CSc1nc2nc3c(cc2c(=O)n1-c1ccccc1C)CCCC3
  A = -2%	B = 0%	C = ?	D = 9%	E = -3%	F = -2	G = 2%	H = -3.5	I = -34%[inhibitor]
CC1CCCC(NC(=O)COC(=O)c2ccccc2C(=O)N(C)C2CCCCC2)C1C (stereo not given)
  A = -13%	B = -1%	C = ?	D = -3%	E = -13%	F = -9	G = -2%	H = -2.9	I = -11%
O=C(CCCSc1nc2ccccc2[nH]1)Nc1nnc(-c2ccccc2)o1
  A = 7%	B = -1%	C = 51%[activator]	D = -3%	E = -4%	F = .	G = 1%	H = -1.8	I = i
CCc1ccc(-c2cc(C)no2)cc1S(=O)(=O)N1CCN(c2ccccc2F)CC1
  A = 9%	B = 4%	C = 4%	D = 0%	E = -5%	F = -4	G = 11%	H = -1.3	I = -19%
COc1ccc(S(=O)(=O)N2CCN(c3ncccn3)CC2)cc1OC
  A = -3%	B = -8%	C = 36%[activator]	D = 0%	E = -5%	F = 10	G = 6%	H = 0.0	I = -4%
Cc1ccc(S(=O)(=O)NC(=NCC(=O)O)c2ccc(F)cc2)cc1
  A = -1%	B = 0%	C = 0%	D = -2%	E = -5%	F = .	G = 0%	H = 3.4	I = i
COCCCN(C(=O)Cc1ccc(Cl)c(Cl)c1)c1c(N)n(Cc2ccccc2)c(=O)[nH]c1=O
  A = 8%	B = -9%	C = -23%	D = 1%	E = -28%	F = -1	G = 0%	H = -0.8	I = 18%
O=C(NNC1=Nc2cccc3cccc1c23)c1ccc(Br)cc1
  A = 1%	B = -1%	C = 0%	D = 4%	E = -9%	F = -1	G = 3%	H = 20	I = i
Cc1cc2cc(C(c3nnnn3CC3CCCO3)N3CCCc4ccccc43)c(=O)[nH]c2cc1C (stereo not given)
  A = 12%	B = -13%	C = ?	D = 0%	E = 0%	F = .	G = 13%	H = -2.6	I = -23%[57.5 µM]
